Screening results from PubChem.
KCNQ1 block: blocks the human KCNQ1 potassium channel | B-score at 10 µM | CHO-K1 KCNQ1, FluxOR thallium flux fluorescence; stronger effect = higher value | P51787 | hit rate 1.3% among 310,000;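 active means compounds whose thallium flux B-score, printed positive for inhibition, exceeds three library SD while starting fluorescence stays within three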;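 further: channel opened by potassium depolarization with thallium stimulus after 20 min compound exposure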
Target sequence (P51787 whole entry, looked up): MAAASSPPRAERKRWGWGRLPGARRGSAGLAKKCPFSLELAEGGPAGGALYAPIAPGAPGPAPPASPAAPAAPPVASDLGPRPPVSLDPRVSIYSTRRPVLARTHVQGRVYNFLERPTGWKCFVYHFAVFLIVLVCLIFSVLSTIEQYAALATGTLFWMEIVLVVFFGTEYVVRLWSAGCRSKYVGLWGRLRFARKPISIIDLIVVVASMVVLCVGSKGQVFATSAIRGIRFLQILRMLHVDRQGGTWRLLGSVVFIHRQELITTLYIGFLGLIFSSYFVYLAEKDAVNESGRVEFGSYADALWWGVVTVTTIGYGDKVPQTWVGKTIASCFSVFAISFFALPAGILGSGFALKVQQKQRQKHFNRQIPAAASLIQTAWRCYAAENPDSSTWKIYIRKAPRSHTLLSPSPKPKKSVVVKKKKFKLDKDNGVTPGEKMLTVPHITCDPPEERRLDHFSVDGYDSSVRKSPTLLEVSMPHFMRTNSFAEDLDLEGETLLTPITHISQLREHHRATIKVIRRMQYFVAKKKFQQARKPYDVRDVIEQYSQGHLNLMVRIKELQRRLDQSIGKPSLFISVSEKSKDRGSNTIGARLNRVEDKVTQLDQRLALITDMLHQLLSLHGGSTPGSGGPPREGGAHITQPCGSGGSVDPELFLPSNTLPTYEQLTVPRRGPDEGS
TRPC4 agonist: TRPC4 (mouse) channel activation. B-score at 10 µM. hit rate 0.49% among 310,000. Q9QUQ5. HEK293 TRPC4beta/mu-opioid, Fluo4 calcium fluorescence; stronger effect = higher value;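 active means B-score above 5 SD of library B-scores, and initial fluorescence ratio not above library mean plus 5 SD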;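 further: positive B-score marks a calcium rise read as TRPC4 activation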
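Technique: kinetic Fluo4 calcium fluorescence; Test system: TRPC4beta and mu-opioid receptor HEK293 stable cells; Measure: B-scored integrated calcium fluorescence ratio; Benchmarks: low control buffer alone, high control maximal DAMGO; Schedule: 45 min room-temperature Fluo4 loading, 110 s read.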
PolyA inhibitor: yeast polyadenylation inhibition | S. cerevisiae SKY197-pL101 polyadenylation reporter, beta-gal luminescence; efflux-impaired pdr1/pdr3 knockout yeast; score 100 = 6 SD above DMSO | calls only at 12 µM | hit rate 0.02% among 300,000 | AID 1875;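 active means lowest replicate activity score at least 50, where 100 means six control SD above control mean; inconclusive means lowest score under 50 but half or more replicates reach 50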;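 further: yeast exposed to compound for 9 h at 30 °C; higher score means more reporter readthrough which indicates perturbed polyadenylation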
KCNK9 block: human KCNK9 channel inhibition. Q9NPC2. HEK293 KCNK9, FluxOR thallium flux fluorescence; stronger effect = lower value. B-score at 10 µM. hit rate 1.2% among 310,000. AID 488922;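 active means ratio B-score over 3 SD below the library mean, with starting fluorescence within 5 SD of its mean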;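 further: negative B-score means less thallium flux so channel inhibition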
TRPC4 inh: TRPC4 (mouse) channel inhibition | Q9QUQ5 | HEK293 TRPC4beta/mu-opioid, DAMGO-evoked Fluo4 calcium flux; stronger effect = lower value | B-score at 10 µM | hit rate 0.39% among 300,000;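 active means B-score over 3 SD under the library average, no early fluorescence shift, positive overall ratio signal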
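Assay system: HEK293 cells with stable TRPC4beta plus mu-opioid receptor expression; Probe or stimulus: DAMGO in two steps, submaximal then maximal; Dosing: single-point compound dosing; Measured by: Fluo4 calcium-dye fluorescence, kinetic read; Read-out basis: B score from integrated Fluo4 fluorescence ratio.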
Platelet DG rel: modulates dense granule release in human platelets; human platelet-rich plasma, SFLLRN dense granule ATP release, luminescence; inhibition, %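 (compounds screened at 7.5 µM in platelet-rich plasma)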; hit rate 0.22% among 300,000;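 active means mean replicate score, as percent of positive control, at or above 50; inconclusive means mean below 50 but at least one replicate at or above 50; inactive means mean and every replicate below 50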
TRPC4 potent: allosteric potentiators of mouse TRPC4 channel; Q9QUQ5; hit rate 0.42% among 310,000; HEK293 TRPC4beta/mu-opioid, DAMGO EC20, Fluo-4 Ca2+ flux; stronger effect = higher value; AID 2227; B-score at 10 µM;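 active means B-score of calcium response area above 5 SD of library B-scores, with initial fluorescence ratio within 5 SD of library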;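 further: B-score of integrated fluorescence ratio over time as area under calcium response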
hERG protect: compounds protecting human hERG from proarrhythmic drug block | Q12809 | CHO-hERG, FluxOR thallium flux, dofetilide IC70 present | activation (rescue from dofetilide block), less the hit threshold, % at 10 µM | hit rate 0.51% among 310,000 | AID 1511;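 active means activation above the mean of controls blocked by dofetilide plus 5 SD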;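 further: thallium influx through hERG after potassium depolarization seen as dye fluorescence rise; in these data hits start at about 4.7%; inactives centre near -7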
KCNK3 inh: human KCNK3 channel inhibition, primary screen | B-score at 10 µM | hit rate 0.84% among 340,000 | CHO-KCNK3 thallium flux, FluxOR fluorescence; stronger effect = lower value;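 active means B-score under library mean minus 4 SD, starting fluorescence ratio at most library mean plus 5 SD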;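 further: more negative B-score means stronger inhibition of thallium flux through KCNK3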
Target sequence (O14649 whole entry, looked up): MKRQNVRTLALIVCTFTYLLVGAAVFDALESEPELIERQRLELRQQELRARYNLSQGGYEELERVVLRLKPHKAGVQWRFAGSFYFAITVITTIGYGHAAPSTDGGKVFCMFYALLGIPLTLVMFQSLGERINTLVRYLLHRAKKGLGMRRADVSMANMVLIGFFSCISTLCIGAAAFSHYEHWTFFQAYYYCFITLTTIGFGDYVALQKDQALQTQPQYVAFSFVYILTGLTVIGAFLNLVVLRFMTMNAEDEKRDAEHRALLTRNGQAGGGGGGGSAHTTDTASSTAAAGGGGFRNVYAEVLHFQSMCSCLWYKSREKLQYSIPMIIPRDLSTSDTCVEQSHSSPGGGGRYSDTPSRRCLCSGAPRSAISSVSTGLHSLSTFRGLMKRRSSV
KCNQ1 act: human KCNQ1 channel potentiation or activation; AID 2648; P51787; hit rate 0.35% among 310,000; CHO-K1 KCNQ1, thallium flux FluxOR fluorescence; stronger effect = higher value; B-score at 10 µM;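 active means fluorescence ratio B-score, a plate-corrected score, at least three library SD, with initial intensity B-score within 5 SD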
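Material: CHO-K1 cells stably expressing KCNQ1. Medium: assay buffer for compound exposure, DMSO matched across wells. Reagent: K+/Tl+ depolarizing stimulus. Compound dosing: single-concentration screen. Times: 37 °C overnight plating, 90-min dark dye load, 20-min compound pretreatment. Technique: FluxOR Tl+ flux fluorescence.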
DYRK1A inh: inhibitors of rat Dyrk1A kinase. Q63470. ADP-Glo luminescence, NFATc1 peptide. inhibition, % at 12.5 µM. hit rate 0.43% among 310,000. AID 504441; in the data active means inhibition above about 50%;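 further: plate controls were vehicle with enzyme for no effect and no enzyme for full effect; many of its hits are not listed in these tables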
Numbers without * were called inactive; i = inactive; u = inconclusive; x = no result given.

SMILES	KCNQ1 block	TRPC4 agonist	PolyA inhibitor	KCNK9 block	TRPC4 inh	Platelet DG rel	TRPC4 potent	hERG protect	KCNK3 inh	KCNQ1 act	DYRK1A inh
FC(F)Oc1ccc(C2N=C(c3ccccc3)NO2)cc1 (stereo not given)	i	i	i	i	i	5	i	-3	i	i	3
COC(=O)c1ccc(NS(=O)(=O)c2cc3c4c(c2)CCC(=O)N4CCC3)cc1	i	i	i	i	i	-2	i	-13	i	i	-1
O=C(NCCCn1ccnc1)c1cc(S(=O)(=O)N2CCOCC2)ccc1F	i	i	i	i	i	-2	i	-6	i	i	0
CCOc1cc(C(=O)N2CCC(CC3CC(c4cccc(Br)c4)=NO3)(C(=O)NCC3CCCCC3)CC2)cc(OCC)c1OCC (stereo not given)	i	i	i	i	i	2	i	0	i	i	1
COc1cccc(N2CCN(Cc3ccco3)CC2)c1	i	i	i	i	i	2	i	-6	i	i	-2
COc1ccc(-n2ncc3c(=O)n(CC(C)=O)cnc32)cc1	i	i	i	i	i	-1	i	-8	i	i	13
CCOC(=O)c1cc(-c2ccc(OC)cc2)n[nH]1	i	i	i	i	i	-2	i	-7	i	i	0
CC(C)[C@H]1COCCS(=O)(=O)N1Cc1ccccc1F	i	i	i	i	x	-1	i	2	i	i	1
CCOc1ccc(N(CC(=O)Nc2cc(OC)cc(OC)c2)S(=O)(=O)c2c(C)[nH]c(=O)[nH]c2=O)cc1	i	i	i	i	i	-2	i	-12	i	i	x
COC(=O)C1=C(O)/C(=C\c2ccc(CNS(=O)(=O)c3ccc(Cl)cc3)o2)N=C1C	i	i	i	i	i	3	i	-8	i	i	-3
COC(=O)c1ccc(OCc2nn[nH]n2)cc1	i	i	i	i	i	1	i	-2	i	i	5
CSc1ncc(CN2CCN(CCC(C)C)C(CCO)C2)cn1 (stereo not given)	i	i	i	i	i	2	i	-15	i	i	0
CCCCCc1ccc(-c2cn(CCCOCc3ccccc3)nn2)cc1	i	i	i	i	i	-1	i	-6	i	i	7
CCc1c(C)nc2nc(SCc3ccccc3)[nH]n2c1=O	i	i	i	i	i	-3	i	-14	i	i	-5
CC(Oc1ccc(Cl)cc1Cl)C(=O)Nc1cccnc1 (stereo not given)	i	i	i	i	i	-1	i	6.5*	i	i	2
CCOC(=O)/C(C#N)=C/c1cccc([N+](=O)[O-])c1	i	i	i	i	i	5	i	-2	i	i	1
COc1ccc([C@@H]2C[C@H]3CN(Cc4ccccc4OC)C(=O)[C@]34CCCN24)cc1C	i	i	i	i	i	6	i	-11	i	i	-23
Cc1ccc(Nc2c(-c3cccnc3)nc3ccc(Br)cn23)cc1	i	i	i	i	i	-4	i	-12	i	i	-1
OCCNCCOCCOc1ccccc1-c1ccccc1	i	i	i	i	i	8	i	-5	i	i	-4
CC(CC(=O)O)CC(=O)Nc1cccc([N+](=O)[O-])c1 (stereo not given)	i	i	i	i	i	-3	i	-5	i	i	x

Reformatted comma-delimited: two of the compounds above.
SMILES,KCNQ1 block,TRPC4 agonist,PolyA inhibitor,KCNK9 block,TRPC4 inh,Platelet DG rel,TRPC4 potent,hERG protect,KCNK3 inh,KCNQ1 act,DYRK1A inh
COc1ccc([C@@H]2C[C@H]3CN(Cc4ccccc4OC)C(=O)[C@]34CCCN24)cc1C,i,i,i,i,i,6,i,-11,i,i,-23
Cc1ccc(Nc2c(-c3cccnc3)nc3ccc(Br)cn23)cc1,i,i,i,i,i,-4,i,-12,i,i,-1

Next records.
SMILES	KCNQ1 block	TRPC4 agonist	PolyA inhibitor	KCNK9 block	TRPC4 inh	Platelet DG rel	TRPC4 potent	hERG protect	KCNK3 inh	KCNQ1 act	DYRK1A inh
CCCCOc1ccc(N2C(=O)CC(N(O)c3ccccc3)C2=O)cc1 (stereo not given)	i	i	i	i	i	0	i	-10	i	i	-1
Nc1nc(N2CCN(c3ccccc3)CC2)n[nH]1	i	i	i	i	i	-3	i	-9	i	i	5
CCN1C(=O)c2cccc3c(NC(=O)C(C)(C)C)ccc1c23	i	i	i	i	i	-3	i	-9	i	i	31
O=C(c1ccco1)N1N=C(c2ccncc2)CC1(O)C(F)(F)F (stereo not given)	i	i	i	i	i	3	i	-9	i	i	2
Cc1ccc(C(=O)OCC(=O)N2CCc3ccccc32)cc1	i	i	i	i	i	-7	11*	-2	i	i	x
O=C(Cn1nnc(-c2cc(C(F)(F)F)cc(C(F)(F)F)c2)n1)NNC(=S)Nc1ccc(Cl)cc1	i	i	i	i	i	-1	i	-3	i	i	x
O=C(c1nc2ccccn2c1CN1CCN(c2ccccc2O)CC1)N1CCCC1	i	i	i	i	i	3	i	-18	i	i	-7
O=C(Cn1c(=O)sc2ccccc21)NCc1ccco1	i	i	i	i	i	1	i	-6	i	i	-6
O=C(c1ccccc1)n1ccc2ccccc21	i	i	i	i	i	3	i	-3	i	i	-4
Cc1cc(C)n2nc(SCc3cc(=O)oc4cc(C)c(C)cc34)nc2n1	i	i	i	i	i	u	i	-8	x	i	x
CCCC(=O)Nc1cc2c3c(c1)CC(=O)N3CCC2	i	i	i	i	i	-5	i	-3	i	i	-4
COc1ccc(NC(=O)c2cc([N+](=O)[O-])ccc2N2CCCCC2)cc1	i	i	i	i	i	4	i	-4	i	i	-5
COc1ccc(CNC(=O)c2c[nH]c3ccccc3c2=O)cc1	i	i	i	i	i	-4	i	2	i	i	21
O=c1cc(CN2CCc3ccccc32)c2ccc(O)cc2o1	i	i	i	i	i	-8	i	-6	i	i	8
Cc1cccc(C)c1NC(=O)C(=O)c1cn(C)c2ccccc12	i	i	i	i	i	-6	i	-2	i	i	1
CCCCCCn1cc(C(=O)O)c(=O)c2cc(F)c(N3CCN(C)CC3)cc21	i	i	i	i	i	13	i	-4	i	i	7
COc1ccc(-c2cc3c(=O)n(CC(=O)NC4CCN(Cc5ccccc5)CC4)ncn3n2)cc1	i	i	i	i	i	-13	i	-5	i	i	8
Cc1ccc(N(CC(=O)NC2CCCC2)C(=O)CNC(=O)c2cccs2)c(C)c1	i	i	i	i	i	19	i	-4	i	i	7
CC(=O)NS(=O)(=O)c1ccc(NC(=O)CCC(=O)Oc2ccc(C)cc2)cc1	i	i	i	i	i	-1	11*	-12	i	i	-8
O=C(CC1C(=O)N(c2ccccc2)C(=O)N1Cc1ccco1)Nc1ccccc1 (stereo not given)	i	i	i	i	i	6	i	-5	i	i	x
COc1ccc(CCNC(=O)C/C(C)=N/NC(=O)c2ccc([N+](=O)[O-])cc2Cl)cc1OC	i	i	i	i	i	3	i	-13	i	i	5
CC(NC(=O)c1ccc(F)cc1)c1ccccc1 (stereo not given)	i	i	i	i	i	-4	i	-3	i	i	-3
CC(C)(C)c1ccc(S(=O)(=O)N2CCC(c3nc4ccc(Cl)cc4[nH]3)CC2)cc1	10*	i	i	i	i	-4	i	-4	i	i	4
CCCCc1cc(=O)oc2cc(C)cc(OC(C)C(=O)NC(Cc3c[nH]c4ccc(O)cc34)C(=O)O)c12 (stereo not given)	i	i	i	i	i	6	i	-9	i	i	7
Cc1[nH]c2ccccc2c1/C=C/C(=O)c1ccccc1	i	i	i	i	i	-3	i	-8	i	i	3
CCCn1c(=S)[nH]c2cc(C(=O)N3CCN(c4ccccc4OC)CC3)ccc2c1=O	i	i	i	i	i	-1	i	-6	i	i	5
O=C(Nc1nc2c(Br)cc(Br)cc2c(=O)s1)C1CCC1	i	i	i	i	i	8	i	5.9*	i	i	13
Cn1c(=O)c2[nH]c(NCC3CCCO3)nc2n(-c2ccccc2)c1=O (stereo not given)	i	i	i	i	i	-1	i	-1	i	i	-3
Cc1cc(OCc2n[nH]c(=S)n2-c2ccccc2)ccc1Cl	i	i	i	i	i	-5	i	-11	i	i	-3
Cc1c(OCC(=O)NCCN2CCOCC2)ccc2c3c(c(=O)oc12)CCC3	i	i	i	i	i	0	i	-6	i	i	0
CCOC(=O)c1sc(NC(=O)CCCn2nc([N+](=O)[O-])cc2C)c(C(=O)OCC)c1C	i	i	i	i	i	4	i	-4	i	i	17
COc1ccc(OCCC(=O)N2CCN(C)CC2)cc1	i	i	i	i	i	8	i	-13	i	i	3
O=c1oc2cc(OCc3nn[nH]n3)ccc2c2c1CCCC2	i	i	i	i	i	2	i	-10	i	i	4
CC1(C)N=C(c2cccc(F)c2)C(=O)N1	i	i	i	i	i	1	i	-10	i	i	-7
CCC(CO)NC(=O)c1cc2c(s1)CCC2 (stereo not given)	i	i	i	i	i	-3	i	-7	i	i	19
C=CCNC(=O)/C(C#N)=C/c1c(C)nn(-c2ccccc2)c1Cl	i	i	i	i	i	-3	i	-9	i	i	4
CCn1cc(C(=O)NCCC(=O)NCCCO)c(=O)c2cc3c(cc21)OCO3	i	i	i	i	i	-2	i	-3	i	i	-2
CCCNC(=O)C1CCN(c2cc(-c3ccccc3)nc3ncnn23)CC1	i	i	i	i	i	6	i	-22	i	i	-2
CC(OC(=O)Cc1c[nH]c2ccccc12)C(=O)Nc1ccccc1F (stereo not given)	i	i	i	i	i	-2	i	-7	i	i	3
O=c1[nH]c(=O)n(Cc2ccccc2)c2c1CCC2	i	i	i	i	i	4	i	1	i	i	-4
COc1ccc(-c2cc(C(=O)Nc3cc(C)on3)no2)cc1	i	i	i	i	i	-8	i	-10	i	i	-3
CC1CCCN(C(=O)c2ccc(NS(=O)(=O)c3ccc4[nH]c(=O)[nH]c4c3)cc2)C1 (stereo not given)	i	i	i	i	i	7	i	-15	i	i	-3
O=C(Cc1cccs1)Nc1nnc(C2CC2)s1	i	i	i	i	i	-3	i	-1	i	i	x
Cc1ccc(-n2cc(-c3ccccc3)[nH]c2=O)cc1F	i	i	i	i	i	x	i	-5	i	i	-3
CC12CN3CC(C)(CN(C1)C3c1ccccc1Cl)C2O (stereo not given)	i	i	i	i	i	0	i	-1	i	i	4
COc1ccc(-c2cn3cccnc3n2)cc1NC(=O)c1cccs1	i	i	i	i	i	13	i	-7	i	i	-3
Cc1onc(-c2ccccc2Cl)c1C(=O)N/N=C(\N)COc1ccc(Cl)cc1	i	i	i	i	i	-3	i	-10	i	i	-1
CCc1ccc2oc(C(=O)NCc3ccncc3)c(C)c2c1	i	i	i	i	i	-7	i	-2	i	i	3
Cc1ccnc(Nc2nc3ccccc3s2)n1	i	i	i	i	i	5	i	-4	i	i	3

An excerpt; rates above refer to the full screens.
